# Assay outcomes as filed in PubChem BioAssay.
# KCNQ1 block – inhibitors of human KCNQ1 channel, primary screen, cell-based, thallium flux, high-throughput. AID 2642, 2010. Potassium voltage-gated channel subfamily KQT member 1 (Homo sapiens), P51787. CHO-K1 KCNQ1, FluxOR thallium flux fluorescence; hits give high values. B-score at 10 µM. actives 1.3% (n = 310,000);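 active = compounds whose thallium flux B-score, printed positive for inhibition, exceeds three library SD while starting fluorescence stays within three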;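 also: channel opened by potassium depolarization with thallium stimulus after 20 min compound exposure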
# ANO1 block – TMEM16A chloride channel inhibitors, primary screen, cell-based, HTS; Anoctamin-1 (Mus musculus), Q8BHY3; HEK293 TMEM16A/YFP iodide influx fluorescence, ionomycin; normalized B-score (activity score, 25-100; higher = stronger inhibition) at 10 µM; actives 1.2% (n = 310,000); AID 588511, 2011;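 active = ratio plate-corrected score three or more library SD toward inhibition, starting fluorescence score within five deviations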;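 also: score derived from kinetic fluorescence span divided by baseline fluorescence per well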
# RGS4 inh – RGS4 inhibitors, primary screen, cell-based, HEK293 M3R inducible RGS4, calcium flux. Regulator of G-protein signaling 4 (Homo sapiens), P49798. Fluo-4 calcium flux; hits give high values; triggered by carbachol at its EC20. B-score at 10 µM. actives 0.45% (n = 310,000). AID 463165, 2010;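 active = B-score, a plate-corrected calcium signal, over three deviations above library mean, with baseline fluorescence within five deviations of library mean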;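 also: RGS4 expression induced by doxycycline in cells with stable M3 receptor; B-score is computed from the integrated fluorescence ratio over baseline after carbachol; higher B-score means a larger calcium signal and so more RGS4 inhibition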
# Target sequence (P49798 whole entry, looked up): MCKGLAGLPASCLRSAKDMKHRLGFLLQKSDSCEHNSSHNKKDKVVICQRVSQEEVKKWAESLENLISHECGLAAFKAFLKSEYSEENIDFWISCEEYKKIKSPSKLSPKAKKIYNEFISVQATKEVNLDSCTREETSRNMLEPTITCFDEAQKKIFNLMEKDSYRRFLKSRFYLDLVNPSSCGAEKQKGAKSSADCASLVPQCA
# RGS4 pot – RGS4 potentiators or activators, primary screen, cell-based, HEK293 M3R inducible RGS4, calcium flux | carbachol calcium flux Fluo4; hits give low values | B-score at 10 µM | actives 0.92% (n = 310,000);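 active = B-score of the integrated calcium signal more than 4 SD below the library mean, with starting fluorescence not abnormally high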;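 also: negative B-score means reduced calcium response which marks RGS4 activation or potentiation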
#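 System – HEK293 FlpIn-TREx cells, stable M3R, doxycycline-inducible RGS4 · Reagent – ECmax carbachol challenge · Times – compound preincubation 20 min at room temperature before agonist · Technique – Fluo4 fluorescence kinetic imaging of calcium · Measure – B score of integrated Fluo4 ratio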
# KCNK9 inh – KCNK9 potassium channel inhibitors, primary screen, HEK293 cells, thallium flux; actives 1.2% (n = 310,000); FluxOR thallium flux fluorescence; hits give low values; B-score at 10 µM; Potassium channel subfamily K member 9 (Homo sapiens), Q9NPC2;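 active = ratio B-score over 3 SD below the library mean, with starting fluorescence within 5 SD of its mean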;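 also: negative B-score means less thallium flux so channel inhibition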
# ANO1 activ – TMEM16A chloride channel activators or potentiators, primary screen, cell-based, HTS | Anoctamin-1 (Mus musculus), Q8BHY3 | HEK293 TMEM16A/YFP-H148Q/I152L, iodide quench fluorescence; hits give low values | B-score at 10 µM | actives 0.3% (n = 340,000) | AID 623877, 2012;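 active = fluorescence-ratio B-score plate-corrected deviation score at least 3 library SD below zero, with starting fluorescence score within 5 deviations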;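 also: channel opened by trigger with iodide after compound preincubation; score built on the fluorescence ratio of max minus min over baseline; more negative score means more quench and so TMEM16A activation or potentiation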
# KCNQ1 act – potentiators or activators of KCNQ1 channel, primary screen, cell-based, thallium flux, high-throughput; B-score at 10 µM; CHO-K1 KCNQ1, thallium flux FluxOR fluorescence; hits give high values; actives 0.35% (n = 310,000); Potassium voltage-gated channel subfamily KQT member 1 (Homo sapiens), P51787;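 active = fluorescence ratio B-score, a plate-corrected score, at least three library SD, with initial intensity B-score within 5 SD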
#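 Assay system: CHO-K1 cells stably expressing KCNQ1. Medium: assay buffer for compound exposure, DMSO matched across wells. Timing: 37 °C overnight plating, 90-min dark dye load, 20-min compound pretreatment. Signal: kinetic FluxOR fluorescence, 10 s baseline plus 110 s post-stimulus.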
# KCNK3 inh – human KCNK3 channel inhibitors, primary screen, CHO cells, FluxOR thallium flux, B-score | FluxOR fluorescence; hits give low values | B-score at 10 µM | actives 0.84% (n = 340,000);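 active = B-score under library mean minus 4 SD, starting fluorescence ratio at most library mean plus 5 SD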;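 also: more negative B-score means stronger inhibition of thallium flux through KCNK3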
# Target sequence (O14649 whole entry, looked up): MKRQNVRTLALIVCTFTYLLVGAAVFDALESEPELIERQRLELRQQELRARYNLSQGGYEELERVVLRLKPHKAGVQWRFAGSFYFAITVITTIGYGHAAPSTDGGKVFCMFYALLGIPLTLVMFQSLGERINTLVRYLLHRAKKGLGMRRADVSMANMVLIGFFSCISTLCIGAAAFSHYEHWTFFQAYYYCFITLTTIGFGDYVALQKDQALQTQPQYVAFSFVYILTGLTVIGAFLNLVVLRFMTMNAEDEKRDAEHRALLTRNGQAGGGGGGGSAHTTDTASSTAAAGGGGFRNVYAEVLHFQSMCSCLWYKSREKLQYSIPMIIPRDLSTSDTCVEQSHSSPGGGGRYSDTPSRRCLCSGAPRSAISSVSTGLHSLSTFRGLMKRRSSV
# hERG rescue – hERG rescue from dofetilide block, primary screen, cell-based, CHO-hERG, FluxOR thallium flux, dofetilide IC70 | Voltage-gated inwardly rectifying potassium channel KCNH2 (Homo sapiens), Q12809 | activation (rescue from dofetilide block), less the hit threshold, % at 10 µM | AID 1511, 2009 | dofetilide IC70 present | actives 0.51% (n = 310,000);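 active = activation above the mean of controls blocked by dofetilide plus 5 SD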;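 also: thallium influx through hERG after potassium depolarization seen as dye fluorescence rise; in these data hits start at about 4.7%; inactives centre near -7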
# MrgX1 PAM – positive allosteric modulators of MrgX1, primary screen, HEK293 cells, Fluo-4 calcium flux; FDSS; hits give high values; B-score at 10 µM; actives 0.63% (n = 310,000); AID 588675, 2011;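 active = plate-corrected calcium response at least 3 library SD above typical, normal starting fluorescence, not activating the receptor alone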;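 also: compound read alongside a low EC10 to EC30 dose of BAM8-22 agonist; peak minus trough fluorescence over baseline measured at the second addition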
# Target sequence (Q96LB2 whole entry, looked up): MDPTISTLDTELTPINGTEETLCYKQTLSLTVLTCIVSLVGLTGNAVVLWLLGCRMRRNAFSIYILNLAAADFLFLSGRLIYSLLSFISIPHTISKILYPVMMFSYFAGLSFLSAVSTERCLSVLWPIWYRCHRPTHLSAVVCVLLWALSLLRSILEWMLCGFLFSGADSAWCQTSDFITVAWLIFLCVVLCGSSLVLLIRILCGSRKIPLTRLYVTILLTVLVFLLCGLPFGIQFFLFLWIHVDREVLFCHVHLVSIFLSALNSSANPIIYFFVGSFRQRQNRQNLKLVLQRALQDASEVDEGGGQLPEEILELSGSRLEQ
# MrgX1 agonist – agonists of human MrgX1 receptor, primary screen, HEK293 cells, Fluo-4 calcium flux | Fluo-4 calcium fluorescence, agonist mode; hits give high values | B-score at 10 µM | actives 0.44% (n = 310,000);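 active = calcium response B-score plate-corrected fluorescence ratio at least 3 library SD, with starting fluorescence B-score inside 5 SD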
#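 System – MrgX1-expressing HEK293 cells · Incubation – cells plated overnight, dye loaded 0.5 h 37 °C, 0.5 h room temperature · Technique – kinetic Fluo-4 NW fluorescence of intracellular calcium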
# An asterisk follows results filed as active; i = inactive; . = not tested or not shown.
SMILES,KCNQ1 block,ANO1 block,RGS4 inh,RGS4 pot,KCNK9 inh,ANO1 activ,KCNQ1 act,KCNK3 inh,hERG rescue,MrgX1 PAM,MrgX1 agonist
CCN(CC)C(=O)Cn1cc(S(=O)(=O)CC(=O)N2CCCCCC2)c2ccccc21,i,i,i,i,i,i,i,i,-16,i,i
N#C/C(=C\c1ccccc1[N+](=O)[O-])C(=O)Nc1ccc(S(N)(=O)=O)cc1,i,i,i,i,i,i,i,i,-13,i,i
O=C(CSc1nnc(-c2cccnc2)n1CCc1ccccc1)NCc1ccccc1,i,i,i,i,i,i,i,i,-6,i,i
O=[N+]([O-])c1ccc(-c2nc(=S)c3c(o2)CCCC3)cc1,i,i,i,i,i,i,i,i,1,i,i
CCc1cc2c(=O)c(-c3cnn(-c4ccccc4)c3)c(C(F)(F)F)oc2c(CN(C)C)c1O,i,i,i,i,i,i,i,i,-7,i,i
COc1ccc(C(=O)N/N=C/c2c(CO)cnc(C)c2O)cc1,i,i,i,i,i,i,i,i,-16,i,i
O=C(Nc1ccccc1C(=O)NCc1cccnc1)c1ccccc1F,i,i,i,i,i,i,i,i,-5,i,i
CCn1nnc(NC(=O)COc2ccc([N+](=O)[O-])cc2)n1,i,i,i,i,i,i,i,i,-11,i,i
Cc1cc(C)n2nc(SCC(=O)c3ccc[nH]3)nc2n1,i,i,i,i,i,i,i,i,-6,i,i
CCCCN(C(=O)CN1C(=O)C2CC=CCC2C1=O)c1c(N)n(CCC)c(=O)[nH]c1=O (centres undefined),i,i,i,i,i,i,i,i,-11,i,i
Cc1cc(F)ccc1S(=O)(=O)N1CCCOC1CNC(=O)C(=O)NCc1ccc2c(c1)OCO2 (centres undefined),i,i,i,i,i,i,i,i,-9,i,i
Cc1cccc(C(=O)Oc2ccc(/C=N/O)cc2)c1,i,i,i,i,i,i,i,i,-4,7.7*,i
COc1ccc(-c2nn(-c3ccccc3)cc2/C=N/Nc2ccc3ccccc3n2)cc1OC,i,i,i,i,i,i,i,i,-9,i,i
COC(=O)CCC(=O)Nc1cc(Cl)cc(Cl)c1,i,i,i,i,i,i,i,i,-6,i,i
COc1ccc(CCNC(=O)COc2ccc(S(=O)(=O)N3CCOCC3)cc2)cc1OC,i,i,i,i,i,i,i,i,2,i,i
Cn1nnnc1SCc1ccc(C(=O)Nc2nccs2)cc1,i,100*,i,i,i,i,i,i,-16,i,i
Cc1ccc(S(=O)(=O)NC(C(=O)OCC(=O)NC(=O)c2cccn2C)C(C)C)cc1 (centres undefined),i,i,i,i,i,i,i,i,-14,i,i
CCC(Oc1ccccc1OC)C(=O)Nc1ccc2c(c1)OCO2 (centres undefined),i,i,i,i,i,i,i,i,-6,i,i
Cc1cccc(Cn2cc(/C=C/[N+](=O)[O-])c3ccccc32)c1,i,i,i,i,i,i,i,i,-21,i,i
Cc1cc(=O)oc2cc(NC(=O)C(CCCN=C(N)N)NC(=O)OCc3ccccc3)ccc12 (centres undefined),i,i,i,i,i,i,i,i,-8,i,i
Cc1cc(=O)oc2cc(OCC(=O)OCC(=O)NC3CC3)ccc12,i,i,i,i,i,i,i,i,-4,i,i
O=C(NCc1ccccc1)C(c1ccc(Cl)cc1)N(C(=O)c1csnn1)C1CC1 (centres undefined),i,i,i,i,i,i,i,i,-9,i,i
C=CCN(CC=C)C(=S)NCCc1ccc(OC)c(OC)c1,i,i,i,i,i,i,i,i,-6,i,i
O=C(Oc1c(Cl)cc(Cl)c2cccnc12)c1ccco1,i,i,i,i,i,i,i,i,-7,i,i
CCCNS(=O)(=O)c1ccc(NC(=O)c2cccnc2)cc1,i,i,i,i,i,i,i,i,-10,i,i
CC(=O)Nc1ccc(S(=O)(=O)NC2=NCN(c3cccc([N+](=O)[O-])c3)CN2)cc1,i,i,i,i,i,i,i,i,-9,i,i
COc1ccc(-c2c(NC(=O)c3ccco3)oc3c(C)cccc3c2=O)cc1OC,i,i,i,i,i,i,i,i,-21,i,i
Cc1noc(/C=C/c2ccccn2)c1[N+](=O)[O-],i,i,6.8*,i,i,i,i,i,-10,i,i
COc1ccc(NC(=O)c2ccc(NC(=O)COC(=O)c3cnc(C)cn3)cc2)cc1,i,i,i,i,i,i,i,i,-8,i,i
CCCCc1nc2ccccc2n1Cc1nnc2n1-c1ccccc1SC2,i,i,i,i,i,i,i,i,-5,i,i
CCOc1ccc(C)cc1S(=O)(=O)n1cnc2ccccc21,i,i,i,i,i,i,i,i,-8,i,i
CCN1/C(=C/c2sc(-c3ccccc3C)c[n+]2C)Sc2ccccc21,11*,.,i,-7.4*,-13*,i,i,-10*,-52,.,.
COC(C(=O)Nc1ccnn1C1CCN(Cc2ccccn2)CC1)c1ccccc1 (centres undefined),i,i,i,i,i,i,i,i,-10,i,i
Cc1ccccc1NC(=O)N1CCN(C/C=C/c2ccccc2)CC1,i,i,i,i,i,i,i,i,-11,i,i
CC(=O)N/C(=N\c1nc(C)cc(C)n1)Nc1ccc2ccccc2c1,i,i,i,i,i,i,i,i,-7,i,i
Nc1nnc(Cc2ccc(Cl)c(Cl)c2)s1,i,i,i,i,i,i,i,i,-11,i,i
O=C(COn1nnc2ccc(S(=O)(=O)N3CCOCC3)cc21)NCCc1ccccc1,i,i,i,i,i,i,i,i,-11,i,i
Cc1ccc(S(=O)(=O)NCC(=O)N/N=C/c2ccccc2O)cc1,i,i,i,i,i,i,i,i,-12,i,i
COc1cccc(-c2nnc(SCC(=O)Nc3cc(C)on3)o2)c1,i,i,i,i,i,i,i,i,-7,i,i
O=c1cc(-c2ccccc2Cl)oc2c(NS(=O)(=O)c3cc(Cl)cc(Cl)c3O)ccc(O)c12,i,100*,i,i,i,i,i,i,-10,i,40*
CCN(c1ccccc1)S(=O)(=O)c1cc([N+](=O)[O-])ccc1N,i,i,i,i,-11*,i,i,i,-8,i,i
CCSc1nc2ccccc2n1Cc1cccc([N+](=O)[O-])c1,i,i,i,i,i,i,i,-8.8*,-4,i,i
CC(C)OC(=O)c1c(NC(=O)c2cccs2)sc2c1CCCC2,i,i,i,i,i,i,i,i,-11,i,i
COCc1ccc(C(=O)N2CCCC(C(=O)c3cc(F)ccc3F)C2)s1 (centres undefined),i,i,i,i,i,i,i,i,0,i,i
CCc1c(C)sc(NC(=O)c2ccc(Br)o2)c1C(=O)OC,i,i,i,-10*,i,i,i,i,-5,i,i

# An excerpt of these results, as labelled records:
> Nc1nnc(Cc2ccc(Cl)c(Cl)c2)s1
  KCNQ1 block = i | ANO1 block = i | RGS4 inh = i | RGS4 pot = i | KCNK9 inh = i | ANO1 activ = i | KCNQ1 act = i | KCNK3 inh = i | hERG rescue = -11 | MrgX1 PAM = i | MrgX1 agonist = i

> Cc1ccccc1NC(=O)N1CCN(C/C=C/c2ccccc2)CC1
  KCNQ1 block = i | ANO1 block = i | RGS4 inh = i | RGS4 pot = i | KCNK9 inh = i | ANO1 activ = i | KCNQ1 act = i | KCNK3 inh = i | hERG rescue = -11 | MrgX1 PAM = i | MrgX1 agonist = i

# Other structures follow.
SMILES,KCNQ1 block,ANO1 block,RGS4 inh,RGS4 pot,KCNK9 inh,ANO1 activ,KCNQ1 act,KCNK3 inh,hERG rescue,MrgX1 PAM,MrgX1 agonist
COCCCn1c(-c2ccc(S(=O)(=O)N3CCOCC3)cc2)csc1=Nc1ccccc1,i,i,i,i,i,i,i,i,-4,i,i
Cc1ccccc1-c1cc(=O)c2c(O)cccc2o1,i,i,i,i,i,i,i,i,-5,i,i
N#CCCN/N=C(/Cc1nc2ccccc2[nH]1)c1cccc(Cl)c1,i,i,i,i,i,i,i,i,-11,i,i
CC(C)=CC(=O)Nc1c(C)cc(C)cc1Cl,i,i,i,i,i,i,i,i,-1,i,i
O=C1CC(C(=O)N2CCN(S(=O)(=O)c3cccc(F)c3)CC2)CN1Cc1ccccc1Cl (centres undefined),i,i,i,i,i,i,i,i,-13,i,i
CN(C)C(=O)c1ccc(-n2nc(C(F)(F)F)c3c2CCCC3)cc1,i,i,i,i,i,i,i,i,-4,i,i
COc1ccccc1CN1CC(C(=O)NC2CCCCC2)CC1=O (centres undefined),i,i,i,i,i,i,i,i,-4,i,i
Cc1c(C(=O)N2CCCCC2)c(S(=O)(=O)N2CCN(c3ccc(F)cc3)CC2)c(C)n1C,i,i,i,i,i,i,i,i,-4,i,i
COc1ccc(C(=O)/C=C/Nc2ccc(S(=O)(=O)Nc3cccc(C(C)=O)c3)cc2)cc1,i,i,i,i,i,i,i,i,-2,i,i
Fc1ccc(OCc2nn[nH]n2)c(F)c1,i,i,i,i,i,i,i,i,-5,i,i
COc1ccc(-c2noc(=O)n2Cc2ccc(C#N)cc2)cc1,i,i,i,i,i,i,i,i,-5,i,i
COc1ccc(Cl)cc1NC(=O)N(C)Cc1c(C)nn(C)c1C,i,i,i,i,i,i,i,i,-8,i,i
CC(=O)c1sc(NC(=O)c2cc3c(C)nn(-c4ccccc4)c3s2)nc1C,i,i,i,i,i,i,i,i,-8,i,i
O=C(c1cc2ccccc2cc1O)N1CCCC(C(F)(F)F)C1 (centres undefined),i,i,i,i,i,i,i,i,-11,i,i
Cc1ccc(/C(N)=N/OC(=O)N2CCOCC2)cc1,i,i,i,i,i,i,i,i,4,i,i
O=C(CNCC1CCCO1)Nc1ccc([N+](=O)[O-])cc1C(=O)Nc1ccccc1F (centres undefined),i,i,i,i,i,i,i,i,-10,i,i
Cc1ccc(C)c(NS(=O)(=O)c2ccc(OCC(=O)NCc3ccco3)cc2)c1,i,i,i,i,i,i,i,i,-7,i,i
O=c1c2ccccc2nc(SCc2ccc([N+](=O)[O-])cc2)n1-c1ccc(Cl)cc1,i,i,i,i,i,i,i,i,-14,i,i
